Compound activity: PubChem, National Center for Advancing Translational Sciences (NCATS)
Nrf2 activator: activates Nrf2 signaling. AREc32 ARE-luciferase reporter (MCF7-derived line), luminescence, 24 h. Potency, µM (titrated, usually from 46.1 µM), for inactives: top-dose activation, usual class: activators. 410,000 compounds, 0.31% hits; also: potency is read from the fitted curve at half-maximal effect; % of control where 0% means no effect; nearly all actives have a fitted effect of over 65% in size
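ARE activation measured as luciferase luminescence (Steady-Glo, 30 min RT) in AREc32_Fluc cells after 24 hr compound exposure at 37 deg C, 5% CO2; cells seeded overnight at 1000/well in OPTI-MEM, 5% FBS.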
HepG2 viability: kills HepG2 cells in TGF-b inhibitor counter-screen; Potency, µM (highest dose often 46.1 µM), for inactives: at the top dose activity change, negative = cytotoxicity, actives largely listed as cytotoxic; 410,000 compounds, 0.76% hits; HepG2 CAGA-GFP viability, ATP luminescence, 18 h; AID 588856; also: potency is read from the fitted curve at half-maximal effect; some results filed as inactive show a strong effect at the top dose
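CellTiter-Glo luminescence gave cytotoxicity after 18 hours at 37 degrees C. The cells were HepG2 CAGA-GFP in 1% FBS DMEM, stimulated with 500 pg/mL TGF-beta after compound addition. %Activity was normalised to no-cell wells (complete cell-killing) and DMSO (no toxicity), and curves were fitted and classified.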
TGFb inhibitor: TGF-b pathway inhibition; HepG2 CAGA-GFP TGF-b/SMAD3 reporter, GFP fluorescence, 18 h; TGF-beta stimulated, 500 pg/mL final; 410,000 compounds, 1.2% hits; Potency, µM (titrated, usually from 46.1 µM), for inactives: at the top dose activity, negative = inhibition, hits mostly inhibitors; AID 588855; also: potency is read from the fitted curve at half-maximal effect; % is scaled to controls: 0 for no effect and ±100 for the full control effect; nearly all actives have a fitted effect of over 65% in size
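Read-out: total well GFP (ex488/em500-530) summed from mean per-cell fluorescence. Cells: HEPG2 CAGA-GFP, 1% FBS DMEM, 18 h at 37 degrees C with 500 pg/mL final TGF-beta. Unstimulated wells served as the full-inhibition control; stimulated DMSO wells = 0%.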
MCF10A rerep: induces DNA re-replication in MCF 10a normal breast cells. MCF 10A DNA re-replication, Hoechst nuclear intensity, 48 h. Potency, µM (highest dose often 46.1 µM), inactives show top-dose activity, positive = re-replication, usual class: activators. 350,000 compounds, 2.9% hits. AID 624296; also: potency is read from the fitted curve at half-maximal effect; % of control where 0% means no effect; nearly all actives have a fitted effect of over 50% in size
ATXN2 expr inh: ATXN2 expression inhibition; 360,000 compounds, 0.72% hits; HEK-293 ATXN2-luciferase reporter, luminescence, 24 h; Potency, µM (top dose mostly 57 µM), for the others: at the highest dose activity change, negative = inhibition, hits mostly inhibitors; also: potency is read from the fitted curve at half-maximal effect; % is scaled to controls: 0 for no effect and ±100 for the full control effect; nearly all actives have a fitted effect of over 55% in size
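qHTS (up to 57 uM final) was run with 24 h compound exposure of reporter cells at 37 °C. Each well was multiplexed: SteadyGlo luminescence measured ATXN2-luciferase expression after a fluorogenic Gly-Phe-AFC viability readout (25 uM final).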
IL-1B inflam inh: blocks inflammasome-driven IL-1 beta release | THP-1 LPS/ATP IL-1B secretion, AlphaLISA, 16 h; stronger effect = lower value | activity change, % at 57.5 µM | 360,000 compounds, 4.7% hits | AID 743279; in the data active = activity change below about -50%; inconclusive = mostly about -30% to -49%; also: % is scaled to controls: 0 for no effect and ±100 for the full control effect
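Secreted IL-1B measured by AlphaLISA bead assay after 16 h compound exposure of THP-1 cells; compounds (final up to 57.5 uM) added 1 h before LPS (250 ng/mL) and ATP (1.25 mM) stimulation; lower signal means less secretion.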
Nrf2 inh: blocks Nrf2 signaling; 360,000 compounds, 2.1% hits; A549 ARE-Fluc reporter, luciferase luminescence, 18-24 h; Potency, µM (highest dose often 46 µM), without a hit: at the highest dose activity change, negative = inhibition, actives largely listed as inhibitors; AID 504444; also: potency is read from the fitted curve at half-maximal effect; % is scaled to controls: 0 for no effect and ±100 for the full control effect; nearly all actives have a fitted effect of over 60% in size
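Nrf2 activity is the BugLite luminescence, read 15 min after reagent at room temperature, following CellTiter-Fluor cytotoxicity readout (30 min, 37C). Compound titrations were applied for 18-24 h to 5000 A549 ARE_Fluc cells/well in 5% FBS OPTI-MEM.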
A549 tox: counter-screen for Nrf2 inhibitors: cytotoxicity in A549 cells; A549 ARE-Fluc cells, CellTiter-Fluor viability, 18-24 h; 390,000 compounds, 0.16% hits; Potency, µM (series often up to 46 µM), for inactives: at the highest dose activity change, negative = cytotoxicity, hits mostly inhibitors; AID 504648; also: potency is read from the fitted curve at half-maximal effect; % is scaled to controls: 0 for no effect and ±100 for the full control effect
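A549 ARE_Fluc cells in 5% FBS OPTI-MEM were exposed to compounds in concentration-response for 18-24 h at 37 deg C. Viability was read by CellTiter-Fluor fluorescence (Ex 405/Em 525) after 30 min, before the luciferase read.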
ATXN viability: reduces viability in counter-screen for ATXN expression inhibitors. S2 cells (HEK-293 line with an ATXN2-luciferase reporter) viability, CellTiter-Fluor protease fluorescence, 24 h. Potency, µM (series often up to 56.7 µM), most hits filed as cytotoxic. 400,000 compounds, 0.49% hits. AID 651635; also: potency is read from the fitted curve at half-maximal effect; nearly all actives have a fitted effect of over 40% in size
An asterisk follows results filed as active; i = inactive; ? = inconclusive; / = no result given; [ ] = remark or other dose. Unless noted, calls follow the shape of the dose curve; as a rule, active = well fitted curve in the direction sought with a large enough effect; inconclusive = small, poorly fitted or top-dose-only effect, or another doubt; inactive = no such curve, though single readings can be large; an effect the other way counts as inactive or inconclusive. Hits appear at their usual frequency; any-hit rate near 8.8%.

SMILES	Nrf2 activator	HepG2 viability	TGFb inhibitor	MCF10A rerep	ATXN2 expr inh	IL-1B inflam inh	Nrf2 inh	A549 tox	ATXN viability
COc1cccc(-c2nc(CS(=O)CC(=O)NCCc3ccccc3)c(C)o2)c1 (stereo not given)	5.9%	-31%	?	9%	/	30	0%	11%	i
COc1ccc(C)cc1Nc1nnc(C)c(=O)[nH]1	2.5%	14%	16%	-8%	1%	-3	-22%	2%	i
Cc1cn(COC/C=C/c2ccccc2)c(=O)[nH]c1=O	0.0%	-2%	17%	-9%	0%	?	0%	12%	i
CCN(CC)C(=O)[C@H]1C[C@H](CC(=O)NCC23CC4CC(CC(C4)C2)C3)C(=O)N2CCc3c([nH]c4cc(CCC(=O)N(C)C)ccc34)[C@]12C	5.4%	-22%	?	?	?	?	3%	-1%	?
O=C(COc1ccccc1Cl)NNC(=O)Cn1[nH]c(=O)c2ccccc2c1=O	-0.6%	5%	-1%	?	9%	6	?	2%	?
COc1ccc(C(CC(=O)c2ccccc2)S(=O)(=O)c2ccc(C)cc2)cc1 (stereo not given)	-0.8%	0%	0%	?	85%[activator]	-29	/	8%	i
Cc1ccc(NC(=O)c2cc(Cl)ccc2[N+](=O)[O-])cc1C	0.7%	-17%	-24%	0%	-38%	-100*	1%	?	?
C=CCc1ccccc1OCCSc1nc(-c2ccc(C(C)(C)C)cc2)nc2cc(=O)[nH]n12	7.5%	-69%	?	/	?	/	7%	-1%	?
COc1ccc(CN2CCN(CCC(C)C)C(CCO)C2)cc1Cn1cccn1 (stereo not given)	-0.5%	-5%	4%	7%	10%	0	-2%	-2%	i
CN1CCN(C(=O)c2cc3cc(F)ccc3[nH]2)CC1	4.9%	18%	18%	6%	-5%	13	?	1%	i
Cc1cc(C)c(NC(=O)C2CCCN2CCC(C)C)c(C)c1 (stereo not given)	-0.9%	-21%	-18%	2%	-17%	-10	3%	13%	i
CCN(CC)c1ccc(S(=O)(=O)N2CCOCC2)cc1NC(=O)COC(=O)COc1ccccc1C	0.4%	-12%	3%	5%	9%	8	4%	0%	i

Looked up by structure from the list above:
SMILES	Nrf2 activator	HepG2 viability	TGFb inhibitor	MCF10A rerep	ATXN2 expr inh	IL-1B inflam inh	Nrf2 inh	A549 tox	ATXN viability
COc1ccc(C)cc1Nc1nnc(C)c(=O)[nH]1	2.5%	14%	16%	-8%	1%	-3	-22%	2%	i
C=CCc1ccccc1OCCSc1nc(-c2ccc(C(C)(C)C)cc2)nc2cc(=O)[nH]n12	7.5%	-69%	?	/	?	/	7%	-1%	?

Next records follow.
SMILES	Nrf2 activator	HepG2 viability	TGFb inhibitor	MCF10A rerep	ATXN2 expr inh	IL-1B inflam inh	Nrf2 inh	A549 tox	ATXN viability
Nn1c(SCc2cccc(F)c2)nnc1-c1ccncc1	0.4%	-1%	-16%	1%	10%	8	6%	-1%	i
COC(=O)[C@H](CCSC)NC(=O)NCc1ccccc1F	0.0%	2%	?	-15%	4%	0	1%	0%[1.84 µM]	i
O=C(Nc1nc2ccccc2[nH]1)C1CCN(S(=O)(=O)c2cccs2)CC1	2.8%	-4%	8%	-3%	-4%	10	-10%	-4%	i
O/N=C/c1cccc[n+]1CCCCCC[n+]1ccccc1/C=N/O	0.5%	0%	10%	8%	-9%	-6	2%	-9%	i
CCc1cccc(NC(=O)Cn2c(=O)c3cccn3c3ccccc32)c1	0.2%	3%	-1%	18µM*	/	20	-20%	6%	i
COc1cc2c(cc1NC(=O)CCCN1C(=O)CCC1=O)oc1ccccc12	4.4%	11%	45%[activator]	0%	32%[activator]	-14	?	-7%	i
CCC(C)NC(=O)CC(NS(=O)(=O)c1ccc(Cl)cc1)c1ccco1 (stereo not given)	2.3%	-7%	-6%	0%	-4%	26	/	6%	i
Nc1ccc(S(=O)(=O)N2CCCC2)cc1Cl	0.4%	-1%	?	0%	-2%	28	-4%	0%	i
O=C1N/C(=C/c2cccn2-c2ccc(F)cc2)C(=O)N1Cc1ccccc1F	7.1%	-25%	-3%	6%	-19%	-4	10%	7%	/
CC1(C(=O)O)CCN1C(=O)/C=C/c1ccccc1 (stereo not given)	0.3%	3%	-2%	/	3%	24	/	/	i
CC(=O)NC1(C(F)(F)F)NC(=O)N(c2ccc(F)cc2)C1=O (stereo not given)	-0.2%	3%	1%	0%	1%	6	5%	-3%	i
O=C(CNC(=O)C1CCCCC1)OCC(=O)c1ccc(C2CCCCC2)cc1	/	-4%	7%	/	/	/	-1%	-1%	/
CCCC(=O)NC(c1ccc(OC)cc1)c1c(O)ccc2ccccc12 (stereo not given)	0.6%	-18%	-18%	3.7µM*	?	-58*	25%	5%	i
CCC1C(=O)c2ccccc2N(C)C1=O (stereo not given)	-0.7%	4%	4%	18%	/	10	10%	4%	i
O=C(Nc1ccccc1C(=O)O)c1ccc(NC(=O)C2CCCO2)cc1 (stereo not given)	-0.4%	6%	12%	9%	-11%	-6	-13%	-1%	i
O=C(CN1C(=O)NC(CCc2ccccc2)C1=O)Nc1ccc(F)c(F)c1F (stereo not given)	-0.3%	-27%	-18%	4%	-9%	-13	1%	5%	i
CN(C(=O)c1cc(COc2ccc(F)cc2Cl)on1)C1CCOC1 (stereo not given)	0.3%	-2%	-1%	/	/	-12	/	/	?
O=C(O)CS(=O)CC(=O)NCc1cccc(C(F)(F)F)c1 (stereo not given)	0.0%	12%	17%	4%	-2%	14	-7%	-3%	i
O=C(CSc1c2c(nc3ccccc13)CCCC2)NCc1ccco1	15%	-14%	-16%	-6%	3%	5	-1%	1%	i
NC(=O)CC(NC(=O)Cc1ccc(Cl)cc1)c1ccc(NCc2ccccc2)c([N+](=O)[O-])c1 (stereo not given)	4.1%	-23%	4%	-10%	-16%	0	-13%	-6%	i
CNC(=O)COC(=O)c1ccccc1Oc1ccccc1	0.1%	-15%	20%	-183%[0.0737 µM]	1%	9	1%	2%	i
O=C(CSc1nnc(-c2cccnc2)n1Cc1ccccc1)NCc1ccccc1	-0.6%	-24%	?	2%	10%	-20	1%	1%	i
Cc1cnc(NC(=O)Cc2ccc(Br)cc2)s1	0.5%[9.22 µM]	-5%	-21%	-11%	?	-4	9%	-7%	i
COc1ccc(OC)c(/C=N/NC(=O)c2nnn(-c3nonc3N)c2-c2cccs2)c1	-0.4%	0%	18%	-2%	5%	-1	6%	3%	i
OB(O)c1csc2ccccc12	/	-29%	0%	/	/	/	?	7%	/
Cc1ccccc1C(=O)c1cccn1CC(=O)NC(C)CCc1ccccc1 (stereo not given)	0.7%	-9%	?	8%	1%	0	-21%	-6%	i
O=C(c1ccc(CS(=O)Cc2ccccc2Cl)o1)N1CCN(c2cccc(Cl)c2)CC1 (stereo not given)	-0.1%	-30%	?	?	?	-23	?	-16%	i
CCOC(=O)c1ccc(N/C=C/C(=O)c2ccccc2)cc1	5.4%	0%	0%	3%	16%	1	?	-22%	i
O=C1OC(CO)CN1Cc1ccccc1 (stereo not given)	-0.7%	26%	26%	-16%	5%	-10	-4%	5%	i
C=CCn1c(=O)c(C(=O)NCc2ccc(Cl)cc2)c(O)c2ccccc21	-0.1%	-3%	-1%	-5%	/	49	?	3%	i
CC(C)(C)NCCCCOc1ccccc1F	0.4%	-21%	7%	2%	-19%	-11	-5%	2%	i
O=C(CN1CCSCC1)N/N=C/c1ccc(F)cc1F	0.2%	-4%	-2%	13%	20%	-11	?	17%	i
O=C(Nc1ccc(N2CCOCC2)c(Cl)c1)c1ccccc1Cl	2.0%	-5%	3%	-44%[inhibitor]	18%	?	21%	-2%	i
COc1cc(C(=O)Nc2ccc(NC(=O)C(C)C)nc2)cc(OC)c1OC	-0.2%	4%	2%	1%	2%	-3	0%	5%	i
COCCNC(=O)C1CC(=O)N(CCc2ccccc2)C1 (stereo not given)	0.5%	-1%	6%	-4%	-19%	-2	24%	0%	i
Cc1ccc(-c2noc(CN(C(=O)COc3cc(C)cc(C)c3C)C(C)C)n2)cc1	5.1%	-15%	?	/	-16%	/	-25%	6%	i
CN(C)S(=O)(=O)N(CC(=O)Nc1ccc(Br)cc1F)c1ccccc1	-0.6%	-18%	-3%	/	-1%	/	-12%	2%	i
CSc1ccc(COC(=O)c2cc([N+](=O)[O-])ccc2N2CCOCC2)cc1	0.0%	-11%	?	?	-7%	-9	?	?	i
Cc1ccc(N(Cc2cc(=O)[nH]c3ccccc23)C(=O)CCl)c(C)c1	11%	22µM*	18µM*	?	?	-105*	?	-7%	?
COc1cccc(/C=C/C(=O)c2ccc(C)c([N+](=O)[O-])c2)c1	6.0%	-39%	?	6.5µM*	-6%	-83*	1%	9%	i
COc1ccc(NC(=O)CSCC(=O)N2CCN(c3cccc(C(F)(F)F)c3)CC2)cc1	4.2%	-9%	-1%	0%	8%	0	1%	2%	i
COc1ccc(/C=C/C(=O)Oc2cccc(/C=N/NC(=O)c3cccc(F)c3)c2)cc1	0.1%	-4%	-7%	-5%	1%	14	?	-3%	i
Cc1ccc(CN2CCCN(Cc3ccc(F)cc3Cl)S2(=O)=O)cc1	-0.6%	-19%	?	?	/	-4	-28%	1%	i
CCCCn1c(N)c(N(CC(C)C)C(=O)c2c(-c3ccccc3)noc2C)c(=O)[nH]c1=O	-0.7%	7%	12%	-5%	5%	12	4%	2%	i
O=C(CN1CCN(Cc2ccccc2Cl)CC1)N/N=C/C=C/c1ccco1	?	-23%	-2%	6%	-16%	30	-13%	-1%	i
